Screening results (PubChem BioAssay)
ERK EGF block: qHTS Assay for Inhibitors of the ERK Signaling Pathway using a Homogeneous Screening Assay; Stimulation with EGF. HEK293-V1b, EGF-stimulated phospho-ERK AlphaScreen. Potency, µM (titrated, usually from 11.5 µM), without a hit: at the highest dose activity change, negative = inhibition, hits mostly inhibitors. actives 0.41% (n = 130,000). AID 1454, 2008; active = well fitted inhibition curve with a large enough effect; inconclusive = small, poorly fitted or top-dose-only effect, or effect the other way;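 also: plate controls were stimulated vehicle wells for no effect and unstimulated vehicle basal for full effect; nearly all actives have a fitted effect of over 55% in size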
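HEK293 cells stably expressing V1b receptor, serum-reduced (1% FBS) overnight, got compound for 30 min at 37C, then 25 nM EGF for 5 min. Lysate phospho-ERK read by AlphaScreen SureFire; AC50 from Hill fits.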
Numbers without * were called inactive; ? = inconclusive; & = joins results of further samples; [ ] = dose if it differs, or a comment. Potency is read from the fitted curve at half-maximal effect.

The first 2 entries, ahead of the listing:
ERK EGF block | SMILES
-1%[57.5 µM] | NC(=O)CSc1nnc(NC(=O)c2cccc(S(=O)(=O)N3CCCCC3)c2)s1
7% | Cc1cccc(-n2ccnc2SCC(=O)N2CCCc3ccccc32)c1C

The list itself, previewed entries included:
ERK EGF block | SMILES
-1%[57.5 µM] | NC(=O)CSc1nnc(NC(=O)c2cccc(S(=O)(=O)N3CCCCC3)c2)s1
7% | Cc1cccc(-n2ccnc2SCC(=O)N2CCCc3ccccc32)c1C
-2% | O=[N+]([O-])c1cc(O)c2ncccc2c1
7%[57.5 µM] | O=C(Nc1nnc(Cc2ccc([N+](=O)[O-])cc2)s1)c1ccc2c(c1)OCO2
-1% | CC(=C\c1ccccc1)/C=C1/SC(=O)N(CCCC(=O)Nc2ccc(C(=O)O)cc2)C1=O
-8% | Cc1nc2c(C#N)c(-c3ccc(Cl)cc3)ccn2n1
-3% | O=C(OCc1cc(=O)n2c(n1)sc1ccccc12)c1ccc(O)cc1O
-6%[57.5 µM] | CCCN(CCC)C(=O)C1CCCN1S(=O)(=O)c1cccc2nsnc12 (stereo not drawn)

The listing continues:
ERK EGF block | SMILES
-3% | CC(C)=NOc1cc(NC(=O)CCl)cc([N+](=O)[O-])c1
5% | CCOC(=O)/C(C(=O)Nc1ccc(Cl)cc1Cl)=C1/NC(C)(C)Cc2ccccc21
5% | O=C(NCc1ccc2c(c1)OCO2)C1CCN(S(=O)(=O)N2CCOCC2)CC1
14%[57.5 µM] | COC(C[C@@H](O)C[C@H](O)COCc1ccccc1)OC
-13% | O=C(COc1ccc(S(=O)(=O)NC2CCCCC2)cc1)NC1CCCC1
-2% | CCC1=C(OC(=O)N(CC)CC)N2C(=O)OC(=NCC3CC3)[C@]2(C)[C@H]2C1=CC[C@H]1C(=O)NC(=O)[C@H]12
5% | Cc1ccc(S(=O)(=O)N2CCN(CC(=O)N/N=C\c3cccnc3)CC2)cc1
-8% | COC(=O)CSc1nnc(CCc2nc3ccccc3[nH]2)n1C

Following part:
ERK EGF block | SMILES
2% | CCc1ccc(NC(=S)N2CCN(c3cccc(OC)c3)CC2)cc1
2% | N#C/C(=C\c1ccccc1)C(=O)N(c1ccccn1)C1CCCCC1
7%[57.5 µM] | C/C(=N\O)c1ccn(S(=O)(=O)c2ccc(Cl)cc2)c1
0% | CC1(C)CC(=O)C2=C(C1)OC(N)=C([N+](=O)[O-])C2c1ccc(C#N)s1 (stereo not drawn)
0% | O=C(O)c1cccc(Nc2cc(Cl)c3nonc3c2[N+](=O)[O-])c1
2% | Cc1nn(Cc2ccc(F)cc2)c2sc(C(=O)Nc3ccccc3N3CCOCC3)cc12
-1% | COc1ccccc1N(CC(=O)N(c1ccccc1)C(C)C)S(=O)(=O)c1cccs1
3%[57.5 µM] | CC[C@@H](C)[C@@H](C(=O)N1CCN(C(=O)OC(C)(C)C)CC1)n1cc(CCCCNC(=O)OC(C)(C)C)nn1

Some of the entries above, set out differently:
> NC(=O)CSc1nnc(NC(=O)c2cccc(S(=O)(=O)N3CCCCC3)c2)s1
  ERK EGF block: -1%[57.5 µM]

> O=C(COc1ccc(S(=O)(=O)NC2CCCCC2)cc1)NC1CCCC1
  ERK EGF block: -13%

> Cc1nn(Cc2ccc(F)cc2)c2sc(C(=O)Nc3ccccc3N3CCOCC3)cc12
  ERK EGF block: 2%

> COC(=O)CSc1nnc(CCc2nc3ccccc3[nH]2)n1C
  ERK EGF block: -8%

The list goes on.
ERK EGF block | SMILES
1% | O=C(NC(=O)c1ccc(Cl)cc1)OC1CCCCC1
2% | O=C(CNC(=O)c1ccccc1F)OCC(=O)N1CCCc2ccccc21
-9% | CNCCOc1ccc(Cl)c(Cl)c1
2% | CCOC(=O)NC(NCc1ccccc1)(C(F)(F)F)C(F)(F)F
-6% | CCCN1C(=O)/C(=C/c2ccc3c(c2)OCO3)NC1=S
5% | CC1=NC(C)(C)Cc2c(C)cccc21
-9%[57.5 µM] | CC(=O)Nc1ccc2nc(CN3CCN(CC=C(C)C)C(CCO)C3)ccc2c1 (stereo not drawn)
-11%[57.5 µM] | N/C(=N\O)c1ccc(N2CCN(c3ncccc3C(F)(F)F)CC2)nc1

(more compounds)
ERK EGF block | SMILES
1%[57.5 µM] | COc1ccc(/C=C2\N=C(C)OC2=O)cc1[N+](=O)[O-]
7%[57.5 µM] | Cc1ccc(-n2nnnc2-c2cccnc2)cc1
-11% | COc1ccc(C2Nc3ccccc3C(=O)N2NC(=O)c2ccccc2)cc1OC (stereo not drawn)
3% | CN=C(Nc1cccc(Cl)c1)SC1CC(=O)N(c2ccc(OC)cc2)C1=O (stereo not drawn)
2% | Cc1ccc(SCc2ccc(C(=O)N3CCCCC3)cc2)cc1
6% | Nc1nc2n(n1)C(c1ccco1)CC(c1ccccc1)N2 (stereo not drawn)
4%[57.5 µM] | O=C(NCN1C(=O)C2C3C=CC(C3)C2C1=O)Nc1ccccc1O (stereo not drawn)
-3% | COC(=O)c1ccc(C(=O)OC)c(NC(=O)c2cnc3n(c2=O)CCS3)c1

(more compounds)
ERK EGF block | SMILES
-1% | CSc1ncc(CN2CCN(C3CCCCC3)C(CCO)C2)cn1 (stereo not drawn)
12%[57.5 µM] | COc1ccccc1/C=C/C=N/NC(=O)CC1C(=O)NN=C1C (stereo not drawn)
3% | O=C(O)C1CSC2(c3ccc(F)cc3)CCC(=O)N12 (stereo not drawn)
-9% | CCOC(=O)/C(=N\Nc1ccc(Br)cc1)N1CCN(c2ccccc2OC)CC1
6% | COc1ccccc1-c1nc2cc3ccccc3cc2nc1-c1ccccc1
? | O=C(NC(=S)N1CCN(c2nc(-c3ccccc3)cs2)CC1)c1cncc(Br)c1
4% | CSc1nc2ccccc2n1Cc1cccc([N+](=O)[O-])c1
-5% | COc1ccc(S(=O)(=O)Nc2ccc3c(c2)n(C)c(=O)n3C)cc1

New compounds follow.
ERK EGF block | SMILES
-3% | C(=N\Nc1nc2ccccc2[nH]1)/c1ccccc1
14% | Cc1ccc(NC(=O)CSc2nnnn2C)cc1S(=O)(=O)N(C)C
-7% | COc1cc(OC)c(OC)cc1/C=C/c1cc(C(=O)O)c2ccccc2n1
13% | CCOC(=O)c1[nH]c(C)c(C(=O)Nc2ccc(C)c(Cl)c2)c1C
-2% | COC(=O)c1sccc1NC(=O)COc1ccccc1Cl
0% | CCC(c1nnc(SCC(=O)Nc2cc(Cl)ccc2C#N)n1C1CCCCC1)N(C)C (stereo not drawn)
-2%[57.5 µM] | CCCN(C(=O)c1cc(S(=O)(=O)N2CCCCC2)ccc1Cl)C1CCS(=O)(=O)C1 (stereo not drawn)
-3% | Cc1cccc(Nc2nc3c(S(=O)(=O)c4ccccc4)nnn3c3ccccc23)c1C

(cont.)
ERK EGF block | SMILES
33%&6%&5% | CC(=O)OC1CC[C@]2(C)C(CC(OC(C)=O)[C@@]3(C)C4=CC(=O)OC(c5ccoc5)[C@]4(C)CCC23)C1(C)C (stereo partly drawn)
5% | Cc1ccc(-n2c(C)cc(/C=N/NC(=O)CC3(C)OCCO3)c2C)cc1
-2% | COc1ccccc1C(=O)Nc1ccc(N2CCN(C(C)=O)CC2)cc1
0% | CCc1ccc2nc(N3C(=O)C(O)=C(C(=O)c4ccco4)C3c3cccs3)sc2c1 (stereo not drawn)
1%[57.5 µM] | N#Cc1cnn(-c2cccc(Cl)c2)c1-n1cccc1
-6% | CCc1cc(C(=O)O)c(NC(=O)c2cc(OC)c(OC)c(OC)c2)s1
-3% | COc1cc(C2c3c([nH]c(=O)[nH]c3=O)Nc3ccc4ccccc4c32)ccc1O (stereo not drawn)
1% | CCCC(=O)N(CCN(C(=O)CCC)c1ccccc1)c1ccccc1

(next part)
ERK EGF block | SMILES
6%[57.5 µM] | CSc1ccc(C2CC(=O)Nc3c2c(=O)n(C)c(=O)n3C)cc1 (stereo not drawn)
? | O=C1N/C(=N\S(=O)(=O)Cc2ccccc2)S/C1=C/c1cc([N+](=O)[O-])ccc1O
-4%[57.5 µM] | CCCc1cc(=O)[nH]c(SCC(=O)c2ccc3c(c2)NC(=O)CO3)n1
3% | CC1(C)CC2CC(C)(CN2C(=S)Nc2ccccc2)C1 (stereo not drawn)
-1% | COc1ccc(C(=O)Oc2cccc3cccnc23)cc1[N+](=O)[O-]
1%[25.7 µM] | CN1CCCC[C@@H]1CCN1c2ccccc2Sc2ccc(S(C)=O)cc21 (stereo partly drawn)
-2% | CN1CCCC2(CCN(S(=O)(=O)c3ccccc3)CC2)C1
-3% | Cc1ccc(C(=O)NNC2=Nc3cccc4cccc2c34)cc1

4 compounds drawn at random from those above, as already listed:
ERK EGF block | SMILES
3% | CC1(C)CC2CC(C)(CN2C(=S)Nc2ccccc2)C1 (stereo not drawn)
? | O=C1N/C(=N\S(=O)(=O)Cc2ccccc2)S/C1=C/c1cc([N+](=O)[O-])ccc1O
1%[25.7 µM] | CN1CCCC[C@@H]1CCN1c2ccccc2Sc2ccc(S(C)=O)cc21 (stereo partly drawn)
6%[57.5 µM] | CSc1ccc(C2CC(=O)Nc3c2c(=O)n(C)c(=O)n3C)cc1 (stereo not drawn)

Following part:
ERK EGF block | SMILES
6% | CCc1ccc(NC(=O)C(C)OC(=O)c2cc(=O)[nH]c3ccc(S(=O)(=O)Nc4ccc(F)cc4)cc23)cc1 (stereo not drawn)
-1% | O=C(CNC(=O)C(c1ccccc1)c1ccccc1)N/N=C\c1ccc2c(c1)OCO2
11% | Cc1cc(C(=O)COC(=O)/C=C/c2cccc(F)c2)c(C)n1C
-5% | COc1ccccc1C(=O)NCC(=O)N/N=C/c1cccc(Cl)c1
1% | CC1Nc2nc(N(C)C)[nH]c(=O)c2NC1C (stereo not drawn)
5% | CCN(CC)C(C(=O)NC1CCCCC1)c1ccc(C)cc1 (stereo not drawn)
-2% | Cc1ccc(C)n1-c1sc2c(c1C#N)CCCC2
9% | CCC(Sc1ncnc2c1c(-c1ccccc1)cn2-c1ccc(OC)cc1)C(=O)OC (stereo not drawn)

Remaining list, next part.
ERK EGF block | SMILES
15% | CC(=O)NCCNc1nc(-c2ccccc2C(F)(F)F)nc2ccccc12
-13%[57.5 µM] | CC(O)[C@H]1CNC(=O)C(=O)N1CCC12CC3CC(CC(C3)C1)C2 (stereo partly drawn)
1% | Cc1nn(CC(=O)Nc2cc(S(=O)(=O)N(C)C)ccc2Cl)c(C)c1[N+](=O)[O-]
8% | O=C(CSc1nnc(-c2ccccc2O)n1Cc1ccccc1)NNC(=O)c1ccccc1O
12% | CNC(=S)NCCc1cc2c(OC)ccc(OC)c2[nH]c1=O
-9% | Cc1ccnc(NC(=O)CCC(=O)N(CC(=O)NCCc2ccccc2)Cc2cccs2)c1
1% | COc1ccccc1NC(=O)Cc1nnc(SCC(=O)Nc2ccccc2F)n1C
3%[57.5 µM] | Cc1cc(C(=O)O/N=C(\N)c2ccncc2)ccc1[N+](=O)[O-]

Next part.
ERK EGF block | SMILES
-6% | Cn1cccc1Cc1nnc(SCC(=O)Nc2cccc(F)c2)n1-c1ccc(F)cc1
-2% | O=S1(=O)C=C(SCc2ccc(F)cc2)Nc2ccccc21
1% | O=C(NCC1CCCO1)c1csc(Nc2cccc3ccccc23)n1 (stereo not drawn)
3%[57.5 µM] | CCC(=O)Nc1cccc(C2=NOC3(C2)C[C@@H](C(N)=O)N(C(=O)C2(C)CC2)C3)c1 (stereo partly drawn)
? | CCOc1ccc(NC(=S)N(CCc2c(C)[nH]c3ccc(C)cc23)Cc2ccco2)cc1
? | Cn1c(=O)c(-c2cccs2)nc2cnc(Oc3ccccc3)nc21
-9% | O=C(Cn1cnc2cc([N+](=O)[O-])ccc2c1=O)Nc1ccc2c(c1)OCO2
5% | Cc1nnc(NC(=O)CSc2nnc(-c3ccccc3)n2C)s1

Additional structures:
ERK EGF block | SMILES
5% | C/C(=N/NC(=O)CCCOc1ccc(Cl)cc1Cl)c1ccc(C)o1
? | Cc1ccc(C(=O)N/C(=C/c2ccccc2)C(=O)NCc2ccncc2)cc1
-4% | Cc1cc(Nc2ccccc2Br)n2nc(C)nc2n1
-5% | COc1ccc(CNC(=O)COC(=O)c2n[nH]c3ccccc23)cc1OC
-18%[57.5 µM] | Cc1nn(CC(=O)N/N=C/c2cccs2)c(C)c1[N+](=O)[O-]
-4% | COc1cc(SC)ccc1C(=O)N1CCN(c2ccc(O)cc2)CC1
-5%[57.5 µM] | CCCc1nnc(NC(=O)CCC(=O)N2CCN(S(=O)(=O)c3ccc(F)cc3)CC2)s1
-9% | Cc1ccccc1-c1nn(-c2ccc(F)cc2F)cc1CNCCCN(C)C

Continuation.
ERK EGF block | SMILES
? | CCN(CC)c1ccc(N=Cc2cc(Br)ccc2O)cc1
-1%[57.5 µM] | CCN(CC)C(=O)c1[nH]cnc1C(=O)N[C@@H](C)C(=O)OCc1ccccc1
2% | Cc1nc2ccccc2cc1C(=O)NCc1ccc(F)cc1
-5% | Cc1ccc(CSCC(=O)N2CCN(c3ccccc3)CC2)cc1
-8% | CC(=O)N1CCC[C@@]2(CCN(Cc3ccc(C#N)cc3)C2)C1
0% | O=C(NC(=S)NC(=O)c1ccccc1F)c1ccccc1F
-8%[57.5 µM] | CCN(CC)C(=O)C1(P(=O)(c2ccccc2)c2ccccc2)CCC1
2% | Cc1ccc(-n2c(Cn3ncc4ccccc4c3=O)n[nH]c2=S)cc1

Next records:
ERK EGF block | SMILES
9% | Cn1c(=O)[nH]c2cc3ccccc3cc21
-7%[57.5 µM] | O=C1N(C2CCCC2)C[C@@H]2C[C@@H](c3cccn3-c3ccccn3)N3CCC[C@@]123
? | CCOC(=O)N1CCN(C(=O)c2ccc(CSc3ccc(Cl)cc3)cc2)CC1
1% | CCOc1cc(C(=O)OCC(=O)Nc2ccc(Cl)cn2)ccc1OCC(=O)N1CCOCC1
-13%[57.5 µM] | Cc1cnc(C(=O)N2CCCC(C(=O)c3ccc(C(C)(C)C)cc3)C2)cn1 (stereo not drawn)
? | CCOC(=O)c1sc(=S)n(Cc2ccccc2)c1C
-6% | CCOC(=O)C1(C)NC(c2ccco2)C2C(=O)N(C)C(=O)C21 (stereo not drawn)
-5% | Cc1ccc(NC(=O)OCCNC(=O)c2ccncc2)cc1

Some of the compounds tested (hit frequency here may not be typical).
